Bioassay records deposited in PubChem by National Center for Advancing Translational Sciences (NCATS).
TDP1 cell CPT – growth inhibition of DT40 Tdp1-/-;hTDP1 cells with camptothecin (screen for TDP1 inhibitors) | chicken DT40 Tdp1-/-;hTDP1 cells + 20 nM CPT, ATP luminescence, 48 h | Potency, µM (titrated, usually from 46.2 µM), inactives show at the top dose activity change, negative = growth inhibition, actives largely listed as inhibitors | 420,000 tested, 12% active | AID 686979; also: nearly all actives have a fitted effect of over 55% in size
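Chicken DT40 Tdp1-/- cells stably complemented with human TDP1 were seeded at 400 cells/well in medium containing 20 nM camptothecin, exposed to pin-transferred compounds, and grown at 37 °C for at least 48 hr. Viability was read as ATP luminescence.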
FEN1 inh – blocks human flap endonuclease 1. Recombinant FEN1 flap cleavage, fluorescence, 15 min. Potency, µM (titrated, usually from 114 µM), without a hit: at the top dose activity change, negative = inhibition, actives largely listed as inhibitors. 390,000 tested, 0.35% active; also: nearly all actives have a fitted effect of over 65% in size
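Compounds are tested as a concentration series against 10 nM FEN1; after a 15 min room-temperature preincubation, 50 nM substrate starts cleavage, with plate reads at 0 and 15 min. Normalized responses are fitted by a Hill equation.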
KAT2A inh – GCN5L2 (KAT2A) acetyltransferase inhibition; Q92830; GCN5L2 HAT assay, ThioGlo1 CoA-SH fluorescence; Potency, µM (doses to about 58.9 µM), without a hit: at the highest dose activity change, negative = inhibition, most hits filed as inhibitors; 390,000 tested, 0.21% active; AID 504327
Target sequence (Q92830 whole entry, looked up): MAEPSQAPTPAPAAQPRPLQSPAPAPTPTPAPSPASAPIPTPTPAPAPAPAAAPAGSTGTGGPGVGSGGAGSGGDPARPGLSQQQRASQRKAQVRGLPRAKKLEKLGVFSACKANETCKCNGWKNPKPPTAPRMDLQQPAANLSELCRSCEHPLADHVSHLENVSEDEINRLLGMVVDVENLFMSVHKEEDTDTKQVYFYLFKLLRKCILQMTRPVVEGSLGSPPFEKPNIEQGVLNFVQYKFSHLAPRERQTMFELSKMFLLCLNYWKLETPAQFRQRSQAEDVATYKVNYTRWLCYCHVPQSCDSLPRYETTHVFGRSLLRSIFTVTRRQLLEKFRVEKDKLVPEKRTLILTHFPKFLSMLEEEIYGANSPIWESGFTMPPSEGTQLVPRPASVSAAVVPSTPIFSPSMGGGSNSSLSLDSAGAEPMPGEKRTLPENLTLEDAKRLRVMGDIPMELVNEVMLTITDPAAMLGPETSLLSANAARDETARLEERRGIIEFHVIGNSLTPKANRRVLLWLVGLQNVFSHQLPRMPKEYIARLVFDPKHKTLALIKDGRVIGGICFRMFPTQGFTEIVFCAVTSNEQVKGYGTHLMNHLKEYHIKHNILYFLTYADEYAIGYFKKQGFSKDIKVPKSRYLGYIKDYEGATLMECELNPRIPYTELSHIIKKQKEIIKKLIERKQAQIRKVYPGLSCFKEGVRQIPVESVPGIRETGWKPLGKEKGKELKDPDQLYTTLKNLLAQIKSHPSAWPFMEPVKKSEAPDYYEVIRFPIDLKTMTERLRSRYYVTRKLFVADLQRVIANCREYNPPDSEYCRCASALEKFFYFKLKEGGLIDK
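ThioGlo1-coupled HAT assay: 20nM GCN5L2, 70uM acetyl-CoA, 75uM H3(1-25) peptide, pH 7.5. Fluorescence read at 340/540nm at start and after 20 min at room temperature.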
* marks the source's active call; other numbers are inactive results; u = inconclusive; x = not tested or not shown; & = joins results of further samples. Calls follow the shape of the dose curve; as a rule, active = well fitted curve in the direction sought with a large enough effect; inconclusive = small, poorly fitted or top-dose-only effect, or another doubt; inactive = no such curve, though single readings can be large; an effect the other way counts as inactive or inconclusive. % is scaled to controls: 0 for no effect and ±100 for the full control effect; potency is read from the fitted curve at half-maximal effect. Some of the compounds tested; count on the stated rates, not on these rows.

The first 16 records, ahead of the listing:
SMILES	TDP1 cell CPT	FEN1 inh	KAT2A inh
CCOC(=O)CCNC(=O)N1CCCC(C(=O)c2ccccc2SC)C1 (stereo not given)	2%	19%	-4%
C=CCn1cc(-c2ccccc2)cc(C#N)c1=O	3%	-1%	0%
Cc1nn(C(C)C)c(C)c1CN1CCC(C(=O)Nc2cccc(-c3cccc(F)c3)c2)CC1	23µM*	11%	u
Cc1ccc(S(=O)(=O)Nc2ccccc2CNc2ccccn2)cc1	-7%	-18%	-8%
Cc1nnc(C)c2c(C)n(C(C)c3ccccc3)c(C)c12 (stereo not given)	16µM*	2%	5%
COc1cccc(/C=C2\NC(=O)NC2=O)c1O	-8%	18%	-2%
Cc1noc2ncnc(N3CCCC(C(=O)Nc4cc(F)ccc4F)C3)c12 (stereo not given)	13µM*	0%	18%
COc1cc(/C=C2\SC(=O)N(CCNC(=O)c3c(C)noc3C)C2=O)cc(OC)c1OC	u	0%	-8%
N#Cc1c(-n2ncnc2-c2cccc(Cl)c2)sc2c1CCCCC2	-15%	0%	4%
CCOC(=O)c1c(N)sn(-c2ccccc2)c1=S	8%	7%	1%
COc1cc2c(cc1OC)C(C)N(C(=O)CCc1c[nH]c3ccccc13)CC2 (stereo not given)	u	-5%	-4%
CO/N=C/CC(=O)c1ccc(OC)cc1	u	-1%	2%
CCOc1cnc(-c2c(-c3c(F)cccc3Cl)noc2C)o1	2%	-4%	-5%
Cc1ccc2c(c1)N(C(C)C(=O)NCc1cccs1)C(=O)CO2 (stereo not given)	-10%	-2%	-8%
NC(=O)[C@@H]1CCCN1Cc1c(C(=O)N2CCc3ccccc3C2)nc2ccc(Cl)cn12	-17%	-2%	-8%
Cc1ccc(/C=C(\NC(=O)c2ccccc2)C(=O)N2CCCC2C(=O)O)cc1 (stereo not given)	-3%	17%	-5%

The whole of this part, previewed entries included:
SMILES	TDP1 cell CPT	FEN1 inh	KAT2A inh
CCOC(=O)CCNC(=O)N1CCCC(C(=O)c2ccccc2SC)C1 (stereo not given)	2%	19%	-4%
C=CCn1cc(-c2ccccc2)cc(C#N)c1=O	3%	-1%	0%
Cc1nn(C(C)C)c(C)c1CN1CCC(C(=O)Nc2cccc(-c3cccc(F)c3)c2)CC1	23µM*	11%	u
Cc1ccc(S(=O)(=O)Nc2ccccc2CNc2ccccn2)cc1	-7%	-18%	-8%
Cc1nnc(C)c2c(C)n(C(C)c3ccccc3)c(C)c12 (stereo not given)	16µM*	2%	5%
COc1cccc(/C=C2\NC(=O)NC2=O)c1O	-8%	18%	-2%
Cc1noc2ncnc(N3CCCC(C(=O)Nc4cc(F)ccc4F)C3)c12 (stereo not given)	13µM*	0%	18%
COc1cc(/C=C2\SC(=O)N(CCNC(=O)c3c(C)noc3C)C2=O)cc(OC)c1OC	u	0%	-8%
N#Cc1c(-n2ncnc2-c2cccc(Cl)c2)sc2c1CCCCC2	-15%	0%	4%
CCOC(=O)c1c(N)sn(-c2ccccc2)c1=S	8%	7%	1%
COc1cc2c(cc1OC)C(C)N(C(=O)CCc1c[nH]c3ccccc13)CC2 (stereo not given)	u	-5%	-4%
CO/N=C/CC(=O)c1ccc(OC)cc1	u	-1%	2%
CCOc1cnc(-c2c(-c3c(F)cccc3Cl)noc2C)o1	2%	-4%	-5%
Cc1ccc2c(c1)N(C(C)C(=O)NCc1cccs1)C(=O)CO2 (stereo not given)	-10%	-2%	-8%
NC(=O)[C@@H]1CCCN1Cc1c(C(=O)N2CCc3ccccc3C2)nc2ccc(Cl)cn12	-17%	-2%	-8%
Cc1ccc(/C=C(\NC(=O)c2ccccc2)C(=O)N2CCCC2C(=O)O)cc1 (stereo not given)	-3%	17%	-5%
Cc1c(C(=O)c2ccc(F)cc2F)c2ccccn2c1CCC#N	-6%	10%	-1%
CCn1c(=O)c(C(=O)Nc2ccccn2)c(O)c2ccccc21	5%	-10%	-5%
Cn1nc2c(c1C(=O)O)CCCC2	-5%	1%	-1%
COc1cccc(-n2c(SCC(=O)NC3CCCC3)nnc2-c2ccco2)c1	2%	-10%	0%
N#Cc1ccccc1OCC(=O)OCC(=O)N1CCCC1	13%	-2%	-4%
COc1ccc(C(C)=O)cc1CSc1nnc(Nc2ccc(C)cc2)s1	u	17%	-7%
CCOc1ccc(OCCCC(=O)Nc2nc3ccccc3[nH]2)cc1	14%	8%	-4%
CCN(CCO)Cc1csc2cc(C)ccc12	3%	-3%	-7%
O=C(c1cc(C(F)(F)F)cc(C(F)(F)F)c1)N1CCC2(CCCN(Cc3ccncc3)C2)CC1	u	x	3%
More results
SMILES	TDP1 cell CPT	FEN1 inh	KAT2A inh
COCCNC(=O)C1CCCN(S(=O)(=O)c2cccc3nsnc23)C1 (stereo not given)	-3%	3%	-9%
O=C(NC(=S)Nc1ccccc1N1CCOCC1)c1ccc(-c2ccccc2F)o1	13µM*	5%	-5%
CCSc1nnc2c(n1)OC(c1sccc1C)N(C(C)=O)c1ccccc1-2 (stereo not given)	u	-16%	-14%
Cc1cc(OCC(=O)Nc2ccc(CCO)cc2)c2c(C)c(C)c(=O)oc2c1	u	-3%	-6%
COc1ccccc1NS(=O)(=O)c1ccc(C)c(NC(=O)c2ccc(S(=O)(=O)N3CCCCCC3)cc2)c1	u	11%	-10%
Nc1nc(NCCCN2CCOCC2)nc(NCc2ccccc2)c1[N+](=O)[O-]	-28%	-17%	-4%
CCOC(=O)[C@@H]1[C@H]2COc3ccccc3[C@@H]2N2C(=O)N(c3cccc(C)c3)C(=O)[C@@]12C	-8%	-8%	-9%
Cc1ccc(N2C(=O)c3cccc4cccc(c34)C2=O)cc1	-3%	4%	0%
O=C(CCc1ccccc1)Nc1cccc(NC(=O)CCc2ccccc2)c1	u	1%	-5%
CC(C)CC(c1nnnn1C1CCCC1)N1CCC(C(N)=O)CC1 (stereo not given)	7%	3%	-8%
CCOC(=O)c1c(CS(=O)(=O)c2ccccc2)n(C)c2cc(Br)c(O)cc12	u	2%	-23%
CC1NC(=O)NC1CCCCC(=O)O (stereo not given)	u	4%	-8%
COc1ccccc1C(=O)N/C(=C/c1ccc2c(c1)OCO2)C(=O)Nc1ccc(C(=O)O)cc1	0%	0%	-9%
Cc1ccc(NC(=O)CNC(=O)c2ccc(Oc3ccccc3)cc2)nc1	4%	4%	-1%
CN(C)S(=O)(=O)c1ccc2c(c1)nnn2CCNC(=O)Nc1ccc(Cl)cc1	-23%	6%	-3%
O=C(CS(=O)(=O)c1cccc2nsnc12)N1CCN(c2ccccc2)CC1	-18%	-15%	10%
CC(C)CNS(=O)(=O)c1ccc(CCC(=O)NCc2ccc(Cl)cc2)cc1	-12%	0%	3%
CCc1cc(C(=O)OC)c(NC(=O)CN2CCN(C(=O)C3CCCO3)CC2)s1 (stereo not given)	-29%	-4%	-10%
COC(=O)c1ccc(C(NC(=O)OCc2ccccc2)/C(F)=C/[C@@H](C)C(=O)NCc2ccc(OC)c(OC)c2)cc1 (stereo not given in full)	23µM*	-6%	-11%
CN(C)/C=C/C(=O)c1ccncc1	-3%	0%	-12%
CNC(=O)c1cc2ncc(C(F)(F)F)cc2s1	-11%	3%	-6%
CCOC(=O)C(=O)C1C(=O)Nc2ccccc21 (stereo not given)	-5%	1%	-17%
COCCNC(=O)Cn1nc(-c2ccccc2)c2ccccc2c1=O	19%&-19%	-15%&-3%	23%&2%
Cc1nc2sc3c(c2c(=O)n1N)CCC3	6%	5%	-5%
CC1=C(C(=O)OC2CCC(C)CC2)C(c2ccc(O)c([N+](=O)[O-])c2)NC(=O)N1 (stereo not given)	-26%	-7%	3%
The listing continues.
SMILES	TDP1 cell CPT	FEN1 inh	KAT2A inh
O=C(Nc1nc(-c2cccnc2)cs1)c1cccc([N+](=O)[O-])c1	-17%	-3%	-2%
COc1ccccc1C(=O)Nc1cccc(OCc2cc(=O)n3c4c(sc3n2)CCCC4)c1	-21%	-7%	-6%
CC(C)Oc1ccc(Cn2c(=O)sc3ccccc32)cc1	-3%	6%	-3%
CC(C)N1CCN(c2ccncc2S(=O)(=O)N2CCOCC2)CC1	-4%	-7%	-5%
COc1cc2[nH]c(Cl)c([N+](=O)[O-])c2cc1OC	21µM*	u	1%
CCC(OC(C)=O)c1cc2c(cc1[N+](=O)[O-])OCCO2 (stereo not given)	14%	-10%	0%
CCOc1ccc(C2NC(=O)NC(C)=C2C(=O)OCc2ccccc2)cc1 (stereo not given)	-29%	0%	-16%
CC12CCCCC1N(O)C(=O)C(=O)N2O (stereo not given)	-4%	u	-4%
COc1cc(OC)c(OC)cc1C=NCC1(c2ccccc2)CCCC1	-15%	3%	-1%
COCCCNc1nc2ccccc2nc1NS(=O)(=O)c1ccccc1	-4%	-2%	-11%
O=C(Nc1nnc(Cc2ccccc2F)s1)c1ccccc1Cl	u	16%	-1%
CC(=C/c1ccc(C(C)C)cc1)/C=N/NC(=O)Cn1nc(C)cc1C	u	-1%	-3%
O=C(CC1C[C@H](C(=O)N2CCOCC2)[C@@]2(CCC3CCCC3)c3[nH]c4ccccc4c3CCN2C1=O)NCCc1ccccn1 (stereo not given in full)	21µM*	4%	2%
Cc1cccc2cc(CN(CCCO)C(=O)Nc3cccc(Cl)c3)c(=O)[nH]c12	23µM*	0%	-4%
Cc1c(CCO)c(=O)[nH]n1C(=O)c1ccc(F)cc1	10%	3%	1%
O=C(C1=C(O)C(=O)N(CCN2CCOCC2)C1c1ccccn1)c1cccs1 (stereo not given)	-4%	4%	-5%
CCn1c(=O)c2sccc2n2c(CCCC(=O)N3CCN(c4ccc(F)cc4)CC3)nnc12	15µM*	-12%	2%
c1ccc(COc2ccc(OCCCN3CCCC3)cc2)cc1	8%	7%	-4%
Cc1ccsc1C(=O)N1CCN(c2ncc(C(F)(F)F)cc2Cl)CC1	12µM*	-11%	x
Cc1ccc(NC(=O)Nc2nc(-c3ccc(C)s3)cs2)cc1	u	-4%	-2%
CCCn1c(SC(C)C(=O)NC2CCCC2)n[nH]c1=O (stereo not given)	11%	-7%	-6%
Cc1cc(NS(=O)(=O)c2ccc(NC(=O)N[C@H](C(=O)O)C(C)C)cc2)no1	-1%	2%	-6%
CNc1nc(Cl)c(SC)c(NCc2ccc(F)cc2)n1	u	-18%	-2%
CCOc1ccc(NC(=O)CCC(=O)c2ccc(Br)cc2)cc1	-9%	-1%	-17%
COc1cc(OC)c(OC)cc1/C=C1/Cc2ccccc2C1=O	-21%	-1%	-1%
Additional compounds:
SMILES	TDP1 cell CPT	FEN1 inh	KAT2A inh
Cc1ccc(S(=O)(=O)/N=C(/c2ccccc2)N2CCOCC2)cc1	9%	-2%	4%
CC(=O)c1cccc(N(CC(=O)Nc2ccccc2C(=O)N2CCCC2)S(C)(=O)=O)c1	9%	0%	-5%
CCCCCC(=O)Nc1cccc(C2=NOC3(C2)C[C@@H](C(N)=O)N(C(=O)Cc2ccc([N+](=O)[O-])cc2)C3)c1 (stereo not given in full)	u	12%	-22%
COc1cc(-c2cccs2)cc(=O)c2c(C)oc(C)c12	13µM*	-31%	-7%
COc1ccc2nc(NC(=O)c3cc(C)oc3C)sc2c1	u	-1%	-8%
Cn1c(C(=O)Nc2cccc(C(F)(F)F)c2)cc2c(=O)n3ccccc3nc21	15µM*	26%	-5%
C=CCn1c(O)c(C2=c3ccccc3=NC2=O)c2ccccc21	u	4%	-6%
Cc1ccc(C(=O)NCCCNC(=O)c2cccnc2)cc1	-8%	-2%	-5%
CC1(C)C(=O)Nc2ccccc2N1C(=O)COC(=O)CCSc1ccccc1	-2%	-12%	-6%
Fc1ccc(OCc2nn[nH]n2)c(F)c1	12%	6%	0%
CCC(Oc1ccccc1)C(=O)NCc1ccc(S(N)(=O)=O)cc1 (stereo not given)	-23%	15%	2%
O=C(Nc1ccc2c(c1)Cc1ccccc1-2)c1cc2ccccc2o1	u	-1%	x
Cc1[nH]c2ccccc2c1C(=O)C(=O)NCCc1ccc(S(N)(=O)=O)cc1	8%	0%	-1%
O=C(NCc1ccco1)/C(=C/c1cccc([N+](=O)[O-])c1)NC(=O)c1ccco1	13%	4%	-2%
Cc1nnc(N/N=C/c2ccc(-c3ccc(Br)cc3)o2)n1N	u	-24%	-1%
CCCCOC(=O)C1=C(C)NC(=O)NC1c1ccc(OC)cc1 (stereo not given)	25%	1%	-2%

Just KAT2A inh and TDP1 cell CPT, for two of the compounds above:
SMILES | KAT2A inh | TDP1 cell CPT
Cc1cc(NS(=O)(=O)c2ccc(NC(=O)N[C@H](C(=O)O)C(C)C)cc2)no1 | -6% | -1%
CCC(Oc1ccccc1)C(=O)NCc1ccc(S(N)(=O)=O)cc1 (stereo not given) | 2% | -23%
